# Source: PubChem BioAssay
# PDI turbidity – inhibitors of human protein disulfide isomerase; inhibition, % at 10 µM; P07237; PDI insulin aggregation turbidity, A650, 90 min; 350,000 tested, 0.052% active; AID 588391;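 active = mean inhibition across replicates of 30% or more, whatever share of single replicates reach that level; inconclusive = mean inhibition below 30% while every single replicate reaches 30%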;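 note: absorbance from insulin aggregation driven by PDI reduction with DTT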
# Target sequence (P07237 whole entry, looked up): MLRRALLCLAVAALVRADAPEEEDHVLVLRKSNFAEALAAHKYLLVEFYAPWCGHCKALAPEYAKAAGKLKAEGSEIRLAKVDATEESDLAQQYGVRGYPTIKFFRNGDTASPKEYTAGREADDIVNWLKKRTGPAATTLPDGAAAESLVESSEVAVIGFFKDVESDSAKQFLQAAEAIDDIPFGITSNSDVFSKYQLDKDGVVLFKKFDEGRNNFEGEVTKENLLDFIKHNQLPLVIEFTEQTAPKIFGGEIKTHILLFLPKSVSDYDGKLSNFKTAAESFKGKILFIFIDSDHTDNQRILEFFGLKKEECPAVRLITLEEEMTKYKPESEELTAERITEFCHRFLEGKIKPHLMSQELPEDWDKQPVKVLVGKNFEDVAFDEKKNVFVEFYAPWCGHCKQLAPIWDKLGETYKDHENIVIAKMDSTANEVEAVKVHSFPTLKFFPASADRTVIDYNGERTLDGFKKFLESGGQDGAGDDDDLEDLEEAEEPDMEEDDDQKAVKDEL
# CaV13 ICDI inh – Primary screen for inhibitors of IQ motif and Ca2+-dependent inactivation inhibitor domain binding in CACNA1D, Förster resonance energy transfer in living cells, …; HEK cells, CFP/YFP FRET ICDI-IQ, plate reader, 10 min; percent FRET-ratio fall versus neutral wells; 340,000 tested, 0.098% active; inhibition, % at 12.3 µM; AID 743397;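 active = mean replicate inhibition of at least 30% and at least 1% of replicates passing that level; inconclusive = only one of the two criteria is met; inactive = neither criterion is met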;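 note: 0% = median of the neutral control wells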
# m5-HT2A agonist – agonists of mouse serotonin 5-HT2A receptor (HTR2A). AID 624169. P35363. activation, % at 7.6 µM. 360,000 tested, 0.66% active. CHO-K1 mHTR2A beta-arrestin complementation, luminescence; percent of 30 µM serotonin response;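 active = activation above a run cutoff, the mean activation of all tested compounds plus 3 SD, cut at about 14% in these data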;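 note: 0% = plate median of compound wells and 100% = 30 µM serotonin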
# Target sequence (P35363 whole entry, looked up): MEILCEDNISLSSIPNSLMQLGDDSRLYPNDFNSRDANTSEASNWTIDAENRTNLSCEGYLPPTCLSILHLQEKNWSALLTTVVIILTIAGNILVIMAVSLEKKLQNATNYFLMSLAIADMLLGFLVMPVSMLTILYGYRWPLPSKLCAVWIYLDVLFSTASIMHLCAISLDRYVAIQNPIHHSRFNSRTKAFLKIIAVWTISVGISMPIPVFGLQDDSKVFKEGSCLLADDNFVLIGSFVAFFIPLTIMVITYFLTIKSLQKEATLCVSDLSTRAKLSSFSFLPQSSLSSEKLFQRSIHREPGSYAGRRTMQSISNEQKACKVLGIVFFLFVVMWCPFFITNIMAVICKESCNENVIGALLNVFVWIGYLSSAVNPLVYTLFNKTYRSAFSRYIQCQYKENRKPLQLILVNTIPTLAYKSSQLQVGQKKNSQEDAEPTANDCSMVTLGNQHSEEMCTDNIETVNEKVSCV
# H9c2 protect – protects H9c2 cardiomyocytes from peroxide injury. protection from H2O2 cell death, % at 20 µM. 360,000 tested, 0.63% active. H2O2 injury protection, ATPLite, 2 h. AID 588492;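 active = compounds giving at least 50% protection of heart cells from peroxide-induced death in the single-dose screen, raw or plate-pattern-corrected value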;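 note: 0% = DMSO wells with peroxide and 100% = DMSO wells without peroxide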
# ABCB6 inh 2 – blocks the human ABCB6 transporter. AID 602162. fluorescence ratio to DMSO, % at 10 µM. 360,000 tested, 0.19% active. K562-ABCB6 porphyrin accumulation, flow cytometry, 1 h; hits give low values;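 active = fluorescence ratio to DMSO below 75%, the collection mean minus 3 SD; inconclusive = too few cells collected in the well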;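 note: signal is porphyrin accumulated inside mitochondria; 100% equals median channel fluorescence of DMSO control wells; lower ratio means ABCB6 inhibition with less porphyrin fluorescence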
# MC4R antagonist – antagonists of human melanocortin 4 receptor (MC4R); P32245; MC4R-expressing cells, MTII-stimulated cAMP, LANCE TR-FRET; inhibition, % at 6.5 µM; 360,000 tested, 0.48% active; AID 540295;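 active = inhibition above its plate's cutoff, the mean of tested wells on that plate plus 3 SD, cut at about 29% in these data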;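 note: 0% = Melanotan II alone and 100% = Melanotan II plus saturating MCL0020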
#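 Material: U2OS-MC4R stable cell line | Reagent: Melanotan II challenge after compound preincubation | Doses: One concentration, 6.5 µM nominal | Incubation: 30-min compound preincubation, 1-h Melanotan II challenge, 1-h detection, room temperature | Signal: TR-FRET cAMP assay | Replicates: One well per compound, no replicates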
# aDG glyco up – increases alpha dystroglycan glycosylation; 360,000 tested, 0.22% active; Pro5-aDG cells, alpha-DG glycosylation AlphaScreen (IIH6); 0% Pro5, 100% B10-LARGE cell signal; activation, % at 10 µM;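 active = activation of at least 8% versus controls, or a plate z-score of at least 8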;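 note: Pro5 are CHO cells carrying HIG-tagged alpha-DG that lacks glycosylation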
# Vif inh – HIV Vif inhibition. 340,000 tested, 0.35% active. inhibition, % at 7.49 µM. HEK293T cells, Vif self-association by quenched fluorescence, imaging, 24 h; in the data active = inhibition above about 50%, passing the limit was not always enough; inconclusive = no clear call, values can overlap the other calls; inactive = below about 31%; note: some results filed as inactive read as strong as hits
# N-glyco inh – N-linked glycosylation inhibition; D54 ERlucT glycosylation luciferase reporter, 24 h; percent of 100 nM tunicamycin response; reporter increase, % at 12.5 µM; 360,000 tested, 0.23% active;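 active = mean luciferase reporter signal, scaled so untreated is 0 and the glycosylation-blocking control 100, at or above a set limit in every replicate; inconclusive = mean reaches the limit but not every replicate does; inactive = mean below the limit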;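 note: luciferase carries N-glycosylation sites so blocking glycosylation raises the light; 0% = median of neutral control wells and 100% = median of 100 nM tunicamycin wells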
# MC4R barr agon – human MC4R agonism via beta-arrestin; P32245; U2OS MC4R beta-arrestin complementation, luminescence; percent of melanotan II response, DMSO zero; activation, % at 8.9 µM; 360,000 tested, 0.98% active;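 active = activation above a per-plate cutoff, the mean activation of sample wells on that plate plus 3 SD, cut at about 8% in these data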
# Starred values were filed as active, the others as inactive; ? = inconclusive; nt = not tested or not shown.
SMILES,PDI turbidity,CaV13 ICDI inh,m5-HT2A agonist,H9c2 protect,ABCB6 inh 2,MC4R antagonist,aDG glyco up,Vif inh,N-glyco inh,MC4R barr agon
O=C(CC1C(=O)NCCN1CCCc1ccccc1)NCCc1ccccc1Cl (stereo not drawn),4,-5,-8,5,95,3,0.0,8,-1,-0.5
COc1ccc(CCNC(=O)CCC(=O)N2CCN(S(=O)(=O)c3ccccc3)CC2)cc1OC,-2,-3,0,0,99,2,-0.1,?,1,-1.1
O=C1C2C3C=CC(CNS(=O)(=O)c4ccccc4[N+](=O)[O-])(O3)C2C(=O)N1c1ccccc1 (stereo not drawn),8,-9,-1,1,143,0,0.4,-9,-1,-1.0
C[C@H](O)[C@@H]1CN2CCc3c([nH]c4ccccc34)[C@@H]2C[C@@H]1N(C)C(=O)Nc1ccc(Br)cc1,nt,-8,16*,-7,101,nt,0.0,5,1,nt
Clc1cccc(N2CCN(Cc3nc(-c4ccccc4)no3)CC2)c1,nt,-3,0,-14,99,-12,-0.1,3,2,2.0
Cc1ccc(S(=O)(=O)N2CCN(C(=O)c3ccc4ccccc4n3)CC2)c(C)c1,2,-5,-9,-4,99,5,0.0,nt,-2,0.8
Cc1cc(C)cc(N(C(=O)Cc2cccs2)C(C(=O)NC2CCCC2)c2ccc(C)o2)c1 (stereo not drawn),-4,-8,0,-3,104,8,0.3,-2,-4,0.1
Cc1ccc(S(=O)(=O)c2nnn3c2nc(NC2CCN(Cc4ccccc4)CC2)c2ccccc23)cc1C,1,nt,-13,-1,109,4,0.2,10,-10,-2.7
Cc1ccc(N2C(=O)N(CC(=O)Nc3cc(F)ccc3C)C(=O)C2C)cc1 (stereo not drawn),4,-20,4,-1,98,1,0.0,3,2,-1.9
Cc1cc(OCC(=O)NCCc2ccc(Cl)cc2)c2c(C)cc(=O)oc2c1,-10,-2,0,-1,96,-3,0.0,9,-1,-0.5
Cc1ccc(S(=O)(=O)Nc2ccc(N3CCOCC3)cc2)cc1C,-1,-5,-3,-5,98,-4,0.2,4,-1,0.1
CC1CCCC(NC(=O)C2CCN(S(=O)(=O)N3CCOCC3)CC2)C1C (stereo not drawn),2,-4,0,7,95,8,-0.1,nt,2,-1.7
Cn1nc([N+](=O)[O-])nc1Oc1ccc(C(C)(C)C)cc1,-3,-5,-2,-8,99,9,-0.1,-4,-2,0.4
Cn1cc(C=O)c2cc(S(=O)(=O)N3CCOCC3)ccc21,5,-3,1,-2,101,19,0.1,-7,2,-0.9
Cc1nnc(SCC(=O)N2CCCc3ccccc32)[nH]c1=O,0,nt,2,3,91,-3,0.1,-6,-4,0.8
CC(Oc1ccccc1)c1ccnn1S(=O)(=O)c1ccccc1 (stereo not drawn),2,-4,-5,-8,144,-9,0.1,nt,-1,0.5
Cc1cc(N2CCN(c3ccccn3)CC2)n2c(nc3ccccc32)c1C#N,0,-4,9,32,88,4,-0.1,14,-1,-2.2
Cc1ccc(CN(C)c2nc(-c3cccnc3)nc3ccccc23)o1,-11,-2,4,-7,97,12,0.3,0,0,0.8
COc1ccc(CNC(=O)C2CCN(c3nc(OC)nc(OC)n3)CC2)cc1,3,nt,-1,1,96,18,-0.2,-2,1,1.7
CC1CCCCC1NC(=O)COC(=O)c1c2c(nc3ccccc13)/C(=C\c1ccco1)CC2 (stereo not drawn),-1,-5,-2,3,119,17,0.3,9,2,-3.0
O=C1CCCCCN1C(=O)c1ccccc1,-28,-11,-3,6,92,1,-0.1,12,1,-2.4
COc1ccc(Nc2nc3cc(-c4ccsc4)sc3c(=O)n2C)cc1OC,-1,-5,-4,13,97,12,-0.2,16,5,0.1
Cc1sc2nc(CSCC(=O)Nc3c(F)cccc3F)[nH]c(=O)c2c1C,0,-5,-3,27,118,11,0.0,13,4,-0.2
CCOC(=O)C1=C(C)N(CCCCCC(=O)O)C(=O)NC1c1ccc(Cl)cc1 (stereo not drawn),-4,-11,-2,10,98,10,0.0,0,2,1.3
CCn1ncc(C(=O)Nc2ccc([N+](=O)[O-])cc2OC)c1C,-2,-21,6,-3,102,7,-0.1,1,0,-1.2
On1c(-c2ccc(Cl)cc2)nc2ccccc21,5,-4,0,-10,105,13,-0.3,-15,1,-2.6
CCN(CC)CCn1c(-c2ccc(C)cc2)nc(=S)c2c1CC(C)(C)OC2,2,-15,1,1,102,5,-0.3,-4,0,-1.4
CCCCCN1CC(=O)N2C(C)c3[nH]c4ccccc4c3C[C@H]2C1=O (stereo partly drawn),-2,-4,-1,-1,104,14,0.2,-6,2,2.4
CCN(Cc1ccccc1)C(=O)Cn1c(=O)n(CC(=O)NCc2ccco2)c(=O)c2sccc21,3,-3,-2,-6,98,3,0.2,4,0,-2.1
Nc1ccc(CSc2ccccc2)cc1,-13,-5,-2,-8,101,6,-0.4,2,-2,3.1
O=Cc1ccc(OCc2nnsc2Cl)cc1,-2,-6,0,2,103,16,-0.2,3,-2,-2.3
CCCCNC(=O)C1CCN(Cc2ccccn2)CC1,-4,-6,-3,2,102,4,0.2,8,2,-2.3
CNS(=O)(=O)c1cccc(C(=O)OCC(=O)NC2CCCC(C)C2C)c1 (stereo not drawn),-5,-5,-8,5,96,-1,0.1,35,0,-1.1
CCc1nc(Nc2ccc(OC)cc2OC)c2oc3ccccc3c2n1,-2,-19,5,-8,93,-2,0.5,-3,-8,4.1
Cc1nonc1OCCNC(=O)C12CC3CC(CC(C3)C1)C2,-3,-4,-2,-9,101,4,0.3,-9,1,-1.3
COc1ccc2cc3c(N)nn(C(=O)c4ccc(F)cc4)c3nc2c1,-7,-6,1,-10,90,4,-0.1,1,-13,4.7

# Among those listed so far, these have two or more sulfur atoms:
SMILES,PDI turbidity,CaV13 ICDI inh,m5-HT2A agonist,H9c2 protect,ABCB6 inh 2,MC4R antagonist,aDG glyco up,Vif inh,N-glyco inh,MC4R barr agon
COc1ccc(Nc2nc3cc(-c4ccsc4)sc3c(=O)n2C)cc1OC,-1,-5,-4,13,97,12,-0.2,16,5,0.1
Cc1sc2nc(CSCC(=O)Nc3c(F)cccc3F)[nH]c(=O)c2c1C,0,-5,-3,27,118,11,0.0,13,4,-0.2

# (cont.)
SMILES,PDI turbidity,CaV13 ICDI inh,m5-HT2A agonist,H9c2 protect,ABCB6 inh 2,MC4R antagonist,aDG glyco up,Vif inh,N-glyco inh,MC4R barr agon
CNC(=S)SCCOc1ccc(C)cc1,1,-3,0,-5,102,19,-0.1,0,1,0.9
COc1ccc(OC)c2[nH]c(=O)c(CCNC(=O)c3ccc(S(=O)(=O)N4CCCCC4)cc3)cc12,-2,0,4,24,100,1,-0.1,1,1,0.5
COc1nc(N)c(C#N)c(-c2ccc(N(C)CCC#N)cc2)c1C#N,-20,2,8,17,95,-4,-0.2,nt,-5,-1.5
CC(C)(C)c1ccc(S(=O)(=O)NC(=O)C2(C)CCN2C(=O)Cc2cc(F)ccc2F)cc1 (stereo not drawn),-15,-5,2,3,107,-1,0.0,-5,1,-1.2
Cc1nc(C(=O)O)nn1-c1ccc([N+](=O)[O-])cc1,0,-4,6,2,105,7,-0.1,-15,1,0.1
CN(Cc1ccc(F)cc1)C(=O)c1cccc(S(=O)(=O)N2CCN(Cc3ccccc3)CC2)c1,0,-6,-3,-11,89,-5,0.1,-3,-1,0.3
CCCn1c(SCC(=O)N2c3ccccc3CCc3ccccc32)nc2c1c(=O)n(C)c(=O)n2C,7,-5,-4,16,98,0,0.0,1,-3,0.2
Cc1c(NC(=S)Nc2cccc(Cl)c2)c(=O)n(-c2ccccc2)n1C,16,-16,-1,-7,96,-5,0.1,31,2,0.1
CC1CCN(c2ncnc3ccccc23)CC1,-7,-5,5,-22,94,3,2.5,-6,-6,-2.0
Cc1cccc(-n2nc(C(=O)Nc3ccccc3)n3c(=O)cc(-c4ccccc4)nc23)c1,-4,nt,-2,13,114,5,0.4,0,-1,-2.8
CCSC1=C(C#N)C2(CCCCC2)C(C#N)C(=O)N1 (stereo not drawn),3,-5,-2,1,97,2,-0.2,8,0,-1.5
CC1(C)CC(=O)C=C(c2ccc(COC(=O)C(c3ccccc3)c3ccccc3)cc2)C1=O,5,-5,-1,-12,99,3,0.5,nt,-5,-0.6
CC(=O)Nc1ccccc1C(=O)C(=O)Nc1ccc(Cl)cc1,-1,2,-5,5,104,-4,-0.4,-19,3,-1.0
O=C(NCc1ccc(Cl)cc1)c1ccc(CNc2c(N3CCCC3)c(=O)c2=O)cc1,-9,-6,0,-1,102,9,0.0,-4,-1,-0.8
N#C/C(=C\c1cccs1)Sc1nc2ccccc2s1,3,0,0,18,96,-1,-0.3,2,1,-1.5
O=C(COC(=O)COc1ccccc1)NCc1ccccc1,-3,3,3,7,104,-6,-0.1,-2,-1,-2.4
Cc1ccc(N(C(=O)c2ccco2)C(C(=O)NC2CCCC2)c2ccco2)c(C)c1 (stereo not drawn),1,-4,5,4,100,3,0.0,9,-3,-1.7
COc1ccc(-c2csc3nc(-c4cccnc4)nc(N4CCC(C(N)=O)CC4)c23)cc1OC,-1,-3,-1,41,86,13,0.0,2,9,-1.8
CCOc1ccc(N2CC(C(=O)Nc3ccccc3N3CCOCC3)CC2=O)cc1 (stereo not drawn),-2,-4,3,1,98,-1,0.1,-7,0,0.1
Cc1ccc(S(=O)(=O)NCCN(CCNS(=O)(=O)c2ccc(C)cc2)S(C)(=O)=O)cc1,7,-5,24*,-5,101,4,0.3,-16,0,-0.2

# Three records picked at random from the list so far:
SMILES,PDI turbidity,CaV13 ICDI inh,m5-HT2A agonist,H9c2 protect,ABCB6 inh 2,MC4R antagonist,aDG glyco up,Vif inh,N-glyco inh,MC4R barr agon
N#C/C(=C\c1cccs1)Sc1nc2ccccc2s1,3,0,0,18,96,-1,-0.3,2,1,-1.5
Cc1ccc(S(=O)(=O)NCCN(CCNS(=O)(=O)c2ccc(C)cc2)S(C)(=O)=O)cc1,7,-5,24*,-5,101,4,0.3,-16,0,-0.2
CC(=O)Nc1ccccc1C(=O)C(=O)Nc1ccc(Cl)cc1,-1,2,-5,5,104,-4,-0.4,-19,3,-1.0
